Rat MKP-3 inhibitors – MKP-3 phosphatase inhibitors, primary screen, biochemical, rat enzyme, in vitro (AID 425); actives 0.17% (n = 110,000); recombinant MKP-3 phosphatase activity, fluorescence; higher % means a stronger effect; inhibition, % at 20 µM, or IC50 in µM where a hit was titrated; in the data active means inhibition above about 50%;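 further: plate controls were vehicle for no effect and reference inhibitor for full effect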
Hsp70 displacement – Hsp70 inhibitors, probe displacement, primary screen, biochemical, fluorescence polarization (AID 583); Hsp70 fluorescence polarization probe displacement, mP; higher % means a stronger effect; Heat shock 70 kDa protein 1A (Homo sapiens); displacement, % at 20 µM; hits with a dose series show IC50 in µM; actives 0.06% (n = 140,000); in the data active means displacement above about 50%;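 further: plate controls were vehicle for no effect and reference ligand for full effect; a part of the inactive calls stands beside numbers as strong as those of hits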
An asterisk follows results filed as active; nt = no result given; & = joins results of further samples. Not all compounds are listed; count on the stated rates, not on these rows.

Rat MKP-3 inhibitors	Hsp70 displacement	smiles
0.5%	5.5%	CC(C)(C)C1CCc2c(sc(NC(=O)C3CC4CCC3C4)c2C(N)=O)C1 (stereo not drawn)
nt	-3.4%	CCOC(=O)c1c(NC(C)=O)sc2c(OC)c(Br)ccc12
-0.7%	6.7%	COc1ccc(-c2nnn(CC(=O)N(Cc3cccs3)C(C)C(=O)NC3CCCC3)n2)cc1OC (stereo not drawn)
5.2%	-4.4%	CCOC(=O)C1=NNC(C(=O)c2ccc(Cl)cc2)C1c1ccc(OC)cc1 (stereo not drawn)
-2.4%	2.8%	O=C(c1cccnc1)N1CCN(S(=O)(=O)c2ccccc2)CC1
nt	-8.0%	CC(=O)NCCc1csc(-c2ccccc2)n1
0.6%	-2.7%	CCOc1nc(C#N)nc(N2CCCCC2)n1
-7.5%	2.1%	Cc1cccc(Cn2c(=O)c3c(nc4n3CCCN4Cc3ccccc3)n(C)c2=O)c1
0.3%	0.6%	O=C(NCCCNC1CCCCC1)c1ccc(/C=N/O)nc1
-0.8%	-3.2%	CCOc1ccccc1/C=C1/C(=O)NN(c2ccc(Br)cc2)C1=O

Reprinted from the part before: four entries; new compounds follow.
Rat MKP-3 inhibitors	Hsp70 displacement	smiles
0.6%	-2.7%	CCOc1nc(C#N)nc(N2CCCCC2)n1
-7.5%	2.1%	Cc1cccc(Cn2c(=O)c3c(nc4n3CCCN4Cc3ccccc3)n(C)c2=O)c1
0.3%	0.6%	O=C(NCCCNC1CCCCC1)c1ccc(/C=N/O)nc1
-0.8%	-3.2%	CCOc1ccccc1/C=C1/C(=O)NN(c2ccc(Br)cc2)C1=O
1.7%&1.0%	5.2%&0.2%	Cc1ccccc1C(=O)Nc1c(C(=O)N2CCCC2)cnn1-c1ccccc1
nt	-2.4%	CCCCc1nnc(NC(=O)CSc2nc(C)cc(=O)[nH]2)s1
3.0%	-0.2%	O=C(c1ccccc1F)N1CCN(CCCc2ccccc2)CC1
nt	0.5%	Cc1cc(NC(=O)CSc2n[nH]c(-c3cccs3)n2)no1
2.1%	-0.9%	CCCOc1ccc(C(=O)NCc2ccccc2)cc1
nt	-0.9%	Cc1onc(-c2c(F)cccc2Cl)c1C(=O)Nc1sc2c(c1C(N)=O)CCC2
26.7%	5.7%	COc1ccc(/C=N/NC(=O)c2cc(-c3ccc4ccccc4c3)n[nH]2)cc1O
-9.9%	3.5%	CC(=O)N1CCc2cc(Br)cc(S(=O)(=O)NCCCN3CCCC(C)C3)c21 (stereo not drawn)
-3.2%	4.2%	c1ccc(Cc2nn3c(-c4ccncc4)nnc3s2)cc1
-3.6%	2.2%	O=C(c1ccc(S(=O)(=O)N2CCOCC2)cc1)N(Cc1ccco1)Cc1cccs1

Additional compounds follow.
Rat MKP-3 inhibitors	Hsp70 displacement	smiles
nt	2.7%	CC(C)Oc1ccc(S(=O)(=O)N(C(C)C)C(C)C)cn1
-2.3%	-128.6%	O=S(=O)(Cc1ccccc1)N1CCc2ccccc21
-0.8%	1.5%	CN1C(=O)/C(=C2\SC(=S)N(c3ccccc3)C2=O)c2ccccc21
0.2%	-4.1%	COc1ccc(N2CCN(c3nc4c(c(=O)[nH]c(=O)n4C)n3Cc3cccc(C)c3)CC2)cc1
6.1%	-2.0%	COc1ccc(CCNC(=O)CCS(=O)(=O)c2cccc3nsnc23)cc1OC
3.9%	-2.2%	Cc1ccc2c(c1)N(CCC(=O)NCC1CCCO1)C(=O)CO2 (stereo not drawn)
-1.9%	2.0%	O=C(NCc1ccccc1)c1ccc(/C=N/O)nc1
-2.5%	6.9%	CC(C)C(=O)N/N=C1/CC2CCC1(C)C2(C)C (stereo not drawn)
nt	5.4%	O=C(O)c1cn(-c2ccccc2)nc1C(=O)O
2.4%	-0.4%	Cc1cc(N2C(=O)NC(=O)/C(=C\c3ccsc3)C2=O)ccc1Br

New compounds follow:
Rat MKP-3 inhibitors	Hsp70 displacement	smiles
3.1%	-1.6%&-1.5%	CCOC(=O)C1=C(c2ccccc2)N=C2SCC(=O)N2C1c1ccc(OC)c(OC)c1 (stereo not drawn)
-4.1%	7.6%	Cc1ccc(OC(=O)CCC(=O)OCCCC(F)(F)C(F)(F)F)cc1
-1.8%	6.1%	COc1ccc(N(CC(=O)NC(C)c2ccccc2)S(=O)(=O)c2ccc(C)cc2)c(OC)c1 (stereo not drawn)
2.4%	1.5%	COc1ccc(C)cc1NC(=O)C(=O)NCc1ccco1
nt	31.2%	CCCOC(=O)c1cc(-c2ccc(/C=C3/C(=O)N(C)C(=O)C(C#N)=C3C)o2)ccc1Cl
0.9%	1.3%	O=C(/C=C/c1cccc(C(F)(F)F)c1)Nc1ccc(Br)cc1
-3.0%	1.0%	COc1ccc(C(=O)N2CCN(c3ccc(C)c(C)c3)CC2)cc1OC
nt	-2.8%	O=C1/C(=C/c2ccccc2)CCCc2ccccc21
1.4%	-0.3%	O=C1CSC(c2ccc(Cl)cc2Cl)N1CCN1CCCCC1 (stereo not drawn)
-1.5%	2.9%	Fc1cnc(Nc2ccccc2)nc1Nc1ccccc1

Later entries
Rat MKP-3 inhibitors	Hsp70 displacement	smiles
-2.9%	-0.4%	Cc1cc(N2CCOCC2)cc(C)[n+]1[O-]
3.3%	3.9%	CCN(CCCNC(=O)c1ccc(N2CCCC2=O)cc1)c1cccc(C)c1
4.1%	-1.6%	O=C(c1ccc(Cl)c([N+](=O)[O-])c1)N1CCN(C/C=C/c2ccccc2)CC1
2.6%	nt	O=[N+]([O-])c1ccc(Oc2ccc(/C=N/O)cc2)nc1
4.1%	0.0%	COc1ccc(C/C(N)=N/OC(=O)c2ccc(Cl)cc2)cc1
-2.1%	3.8%	CCCOc1ccc(C2C(C(=O)c3ccc(C)o3)=C(O)C(=O)N2CCN2CCOCC2)cc1OC (stereo not drawn)
2.2%	2.9%	O=C(Nc1ccccc1C(=O)Nc1ccc(Cl)cc1)c1cccs1
-1.5%	-3.4%	COC(=O)c1cc(NC(=O)CC2NCCNC2=O)cc(C(=O)OC)c1 (stereo not drawn)
0.4%	1.8%	COc1ccc(C(=O)CSc2nc3ccc([N+](=O)[O-])cc3[nH]2)cc1
nt	16.3%	Cc1ccc(CSc2nc3ccccc3c(=O)n2Cc2ccco2)cc1

Complete entries, quoted from the list. Order of screens: Rat MKP-3 inhibitors, Hsp70 displacement
Profile of CCN(CCCNC(=O)c1ccc(N2CCCC2=O)cc1)c1cccc(C)c1 = 3.3%, 3.9%
Profile of Cc1ccc(CSc2nc3ccccc3c(=O)n2Cc2ccco2)cc1 = nt, 16.3%
Profile of Cc1cc(N2CCOCC2)cc(C)[n+]1[O-] = -2.9%, -0.4%

Going on with the list.
Rat MKP-3 inhibitors	Hsp70 displacement	smiles
nt	-1.0%	CC(C)(C)NC(=O)C(c1ccccc1)N(Cc1cccs1)C(=O)c1csnn1 (stereo not drawn)
-7.2%	-1.2%	COc1ccc(CSc2nc(C)cc(=O)[nH]2)cc1Br
-5.5%	3.9%	O=C(/C=C/c1cccc(C(F)(F)F)c1)Nc1ccccc1Cl
0.1%	2.9%	O=C1NC(=O)C(=Cc2cccc(OCc3ccc(Cl)cc3Cl)c2)C(=O)N1
1.6%	-2.9%	c1ccc(CN2CCC(N3CCN(C4CCCCCC4)CC3)CC2)cc1
3.0%&4.9%	-0.5%&8.9%	c1ccc(Nc2ccccc2Nc2ccccn2)nc1
1.4%	2.6%	NC(=O)c1ccsc1NC(=O)COC(=O)Cc1ccsc1
5.8%	-3.1%	O=C(Nc1ccc(NC(=O)c2cccs2)cc1)c1cccs1
0.5%	1.5%	CCOC(=O)N1CCN(c2ncnc3c2oc2nc(C(C)C)c4c(c23)CCC4)CC1
-1.3%	0.2%	COc1ccc(N(CC(=O)Nc2cc(Cl)cc(Cl)c2)S(=O)(=O)c2ccccc2)cc1

New compounds follow.
Rat MKP-3 inhibitors	Hsp70 displacement	smiles
1.5%	-2.3%	Cc1ccc(N(Cc2ccc(C(=O)NCCSc3ccc(Cl)cc3)cc2)S(C)(=O)=O)cc1C
nt	1.1%	O=C(Cc1ccc(-n2c(=S)[nH]c3ccccc3c2=O)cc1)N1CCC(N2CCCCC2)CC1
nt	84.6%	COCCCNC(=O)c1cccn2c(=O)c3cc4ccccc4cc3nc12
6.1%	-0.2%	COc1ccc2c(c1)c(CC(=O)OCC(=O)O)c(C)n2C(=O)c1ccc(Cl)cc1
-2.5%	0.1%	Cc1cccc(N(CC(N)=O)C2SC(=O)N(c3ccccc3)C2=O)c1 (stereo not drawn)
-0.2%	0.5%	O=C(/C=C/c1ccccc1Cl)NCc1cccnc1
-4.0%	0.2%	Oc1ccccc1Nc1ncnc2c1oc1ccccc12
-8.5%	2.3%	CCc1ccc2nc3c(c(C(=O)O)c2c1)CCC3
nt	-2.4%	CCC(C)NC(=O)CSc1nc2ccsc2c(=O)n1NC(=O)c1ccccc1 (stereo not drawn)
-5.0%	4.6%	Cc1nc2ccccc2n1S(=O)(=O)c1ccc(S(=O)(=O)N2CCCCCC2)cc1

(listing goes on)
Rat MKP-3 inhibitors	Hsp70 displacement	smiles
nt	-1.5%	CCCCC[n+]1ccn(-c2nc3ccccc3nc2[N-]S(=O)(=O)c2ccc(C)cc2)c1
-1.9%	-8.8%	COC(=O)c1ccc(CSc2ncnc3c2sc2nc(N4CCOCC4)c4c(c23)CCCC4)o1
-2.8%	5.9%	CCOC(=O)N1CCN(C(=O)Nc2ccc3nc(C)c(C)nc3c2)CC1
0.6%	2.6%	O=C(C(c1ccccc1)c1ccccc1)N1CCN(Cc2cccnc2)CC1
-7.9%	-2.4%	COc1ccc(C(=O)CSc2cc(C)nc3nc(C)nn23)cc1OC
nt	-4.1%	CCC(C(=O)NC1CCCC1)N(Cc1cccs1)C(=O)Cn1nnc(-c2ccc(OC)c(OC)c2)n1 (stereo not drawn)
1.3%	1.6%	O=C(c1ccc([N+](=O)[O-])cc1)N1CCSC1c1ccccc1Cl (stereo not drawn)
-3.3%	-4.3%	CCN(CC)c1ccc(C=Nc2ccc(C)c(F)c2)c(O)c1
-2.5%	0.9%	CN(C)c1cccc(N=C2C=C(N3CCOCC3)CC(C)(C)C2)c1
-4.4%	1.0%	CCN(CC)c1ccc(-c2nn3c(-c4cccnc4)nnc3s2)cc1

Later entries
Rat MKP-3 inhibitors	Hsp70 displacement	smiles
-0.1%	3.1%	Cc1[nH]n(-c2ccccc2)c(=O)c1C=Nc1ccc(Cl)cc1
17.2%	5.7%	NC1=NN(c2ccc(N)cc2)CC1
3.3%	nt	CCSc1nnc(NC(=O)C(C)C)s1
1.1%	-0.1%	C=CCN1C(=O)c2ccccc2C1(O)c1ccc(C)cc1 (stereo not drawn)
-0.4%	1.7%	CCn1nc(NC(=O)c2ccncc2)c2cc3ccccc3nc21
-0.6%	-0.8%	CN(C)c1ccc(/C=N/n2cnc3sc4c(c3c2=O)CCCC4)cc1
nt	6.6%	Cc1ccc(/C=C/c2ccc(=O)n(Cc3ccccc3Cl)n2)cc1
nt	7.2%	O=C(Nc1ncc(Cc2ccccc2)s1)C1COc2ccccc2O1 (stereo not drawn)
3.2%	-19.6%	O=C(Nc1ccc(O)c(-c2nc3cc(Cl)ccc3o2)c1)c1ccccc1
nt	3.5%	CCC(C)(C(=O)NC1CCCCC1)N(C)C(=O)c1ccc2c(c1)OCO2 (stereo not drawn)

The list continues:
Rat MKP-3 inhibitors	Hsp70 displacement	smiles
4.6%	0.8%	Cc1c(-c2ccccc2)c(P(=O)(N2CCOCC2)N2CCOCC2)c2ccccn12
nt	6.0%	CC(C)NC(=O)c1cc2nc(-c3ccco3)cc(C(F)(F)F)n2n1
-5.0%	-2.0%	c1ccc(-n2ncc(-c3nn[nH]n3)n2)cc1
nt	-14.0%	CC1CCN(C(=O)CSc2nc3ccccc3s2)CC1
-10.0%	3.7%	CC1(NC(=O)C23CC4CC(CC(C4)C2)C3)CCS(=O)(=O)C1 (stereo not drawn)
nt	-2.8%	Cc1ccc2[nH]c(C)c(/C=N/Nc3nc4ccccc4s3)c2c1
-2.9%	-2.7%	Cn1c(C2=C(O)CN(c3ccc4c(c3)OCCO4)C2=N)nc2ccccc21
0.9%	-2.4%	COc1ccc(Cn2nnnc2C(c2ccccc2OC)N2CCC(C(N)=O)CC2)cc1 (stereo not drawn)
-16.2%	3.0%	COC(=O)C(CC(=O)Nc1cc(C)ccc1C)Nc1ccccc1OC (stereo not drawn)
1.4%	-0.8%	O=c1nc2n(c3c1oc1ccccc13)Cc1ccccc1-2

(more compounds)
Rat MKP-3 inhibitors	Hsp70 displacement	smiles
nt	-2.3%	CSC1=N/C(=C\c2ccc(C)cc2)C(=O)S1
4.4%	-6.7%	CCC1CCc2c(sc(NC(=O)C3C4CCC(C4)C3C(=O)O)c2C(=O)OC(C)C)C1 (stereo not drawn)
-1.7%	-0.8%	Cc1cc(/C=C2\C(=O)NC(=S)N(c3ccc(Cl)cc3)C2=O)c(C)n1C
-0.5%	-2.3%	Cc1ccc(N2C(=O)NC(=O)/C(=C/c3cc(C)n(-c4ccccc4)c3C)C2=O)cc1
-1.6%	-4.4%	CCOC(=O)C1=C(C)N=c2s/c(=C\c3ccc([N+](=O)[O-])o3)c(=O)n2C1c1ccc(OCC)cc1 (stereo not drawn)
-15.3%	-1.0%	Cc1csc(NC(=O)CSc2ncnc3c2cnn3-c2ccccc2Cl)n1
nt	-1.6%	CCN(CC)C(=O)c1ccc(Nc2nnc(C)c3ccccc23)cc1
3.4%	7.2%	COc1ccc(NC(=O)c2ccc3c(c2)C(=O)N(c2ccccc2-c2ccccc2)C3=O)c(OC)c1
0.2%	0.8%	C/C(=N/NC(=O)CNc1ccccc1C)c1ccc(Br)cc1
nt	0.7%	Cc1cc(Nc2ccccc2)n(C(=O)c2ccc(N)cc2)n1
nt	2.8%	CS(=O)(=O)N(CC(=O)Nc1ccccc1Sc1ccccc1)C1CCCCC1
2.0%	22.1%	O=C(CN1C(=O)C2CC=C(Cl)CC2C1=O)NCc1ccccc1 (stereo not drawn)
nt	5.6%	CC(=O)CCS(=O)(=O)c1ccc(NC(C)=O)cc1

Bioassay records deposited in PubChem by Sanford-Burnham Center for Chemical Genomics.
